Source: PubChem
TRPN1 ag: agonists of zebrafish TRPN1 channel; HEK293 zebrafish TRPN1-YFP, Fluo-8 calcium fluorescence; 100% = response to 87 µM carbachol; activation, % at 3 µM; 220,000 tested, 0.18% active;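 active = activation above its plate's cutoff, the mean activation of test wells on that plate plus 3 SD, cut at about 19% in these data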;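 also: 0% = DMSO alone and 100% = 87 µM carbachol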
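System: zebrafish TRPN1-YFP in HEK293 cells / Dosing: 3 µM single point / Timing: dye loading 1 h at 37 °C, then 30 min room temperature / Signal: Fluo-8 calcium fluorescence, excitation 470-495 nm, emission 515-575 nm / Read-out basis: percent activation from peak over basal fluorescence ratio, control-normalized / Control set: high carbachol 87 µM, low DMSO alone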
TRPML3 ag: agonists of human TRPML3 channel; Q8TDD5; HEK293 TRPML3-YFP, Fluo-8 calcium fluorescence; 100% = the carbachol control signal; activation, % at 3 µM; 220,000 tested, 0.29% active;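 active = activation above its plate's cutoff, the mean activation of the plate's test wells plus 3 SD, cut at about 12% in these data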;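 also: 0% = DMSO only wells and 100% = carbachol wells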
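system = HEK293 cells stably carrying human TRPML3-YFP | doses = one concentration, 3 µM nominal, 0.3% DMSO | timing = dye loading 1 h 37 °C then 30 min ambient, 125 s read | detection = Fluo-8 calcium dye fluorescence, ex 470-495, em 515-575 nm | benchmarks = high control carbachol 87 µM, low control DMSO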
Ba/F3 V617F tox: lowers viability of Ba/F3 cells expressing EpoR and JAK2V617F. ATP luminescence. AID 1446. 220,000 tested, 1.1% active. inhibition, % at 5.6 µM;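 active = inhibition above the campaign mean plus 3 SD over all tested compounds, cut at about 24% in these data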;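 also: cytokine-independent growth of Ba/F3 cells driven by EpoR plus mutant JAK2; 0% = DMSO-treated cells and 100% = JAK inhibitor I control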
Wee1 degr inh: human Wee1 degradation inhibition, primary screen. 220,000 tested, 1.2% active. HeLa Luc-Wee1K328M stability, luciferase luminescence; 100% = proteasome inhibitor MG132 effect. AID 1321. reporter increase, % at 5 µM;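 active = activation above the mean of all tested compounds plus 3 SD, set per screening run, cut at about 8.8% in these data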;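 also: cells exposed to compound for 20 h before luminescence read; 0% = DMSO alone and 100% = MG132 at 30 µM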
Target sequence (P30291 whole entry K328M): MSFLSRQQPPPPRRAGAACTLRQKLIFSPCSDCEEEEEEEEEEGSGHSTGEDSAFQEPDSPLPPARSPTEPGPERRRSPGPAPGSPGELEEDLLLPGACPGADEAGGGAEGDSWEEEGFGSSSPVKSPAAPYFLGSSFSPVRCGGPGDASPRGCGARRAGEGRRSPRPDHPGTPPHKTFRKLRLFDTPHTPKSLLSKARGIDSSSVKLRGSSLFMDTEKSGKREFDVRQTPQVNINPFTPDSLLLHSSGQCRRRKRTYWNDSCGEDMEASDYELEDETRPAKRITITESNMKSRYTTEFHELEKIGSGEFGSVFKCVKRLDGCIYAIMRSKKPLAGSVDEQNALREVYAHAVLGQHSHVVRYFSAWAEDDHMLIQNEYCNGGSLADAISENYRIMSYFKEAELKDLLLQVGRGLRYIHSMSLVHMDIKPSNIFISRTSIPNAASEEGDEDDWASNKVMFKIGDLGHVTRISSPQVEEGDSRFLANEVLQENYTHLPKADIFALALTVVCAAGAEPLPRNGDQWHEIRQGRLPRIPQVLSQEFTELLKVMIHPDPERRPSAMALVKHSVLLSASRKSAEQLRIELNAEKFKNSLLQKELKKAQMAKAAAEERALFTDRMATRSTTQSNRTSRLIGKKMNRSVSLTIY
BaF3 parental: counter-screen for JAK2V617F inhibitors: parental Ba/F3 viability inhibitors; inhibition, % at 5.6 µM; 220,000 tested, 1.1% active; CellTiter-Glo ATP luminescence; AID 1486;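 active = inhibition above a per-campaign cutoff, the mean inhibition of all tested compounds plus 3 SD, cut at about 27% in these data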;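 also: 0% = DMSO wells and 100% = JAK Inhibitor I control wells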
RBBP9 inh: blocks human serine hydrolase RBBP9 | O75884 | recombinant RBBP9, FP-Rh probe fluorescence polarization | inhibition, % at 7.94 µM | 220,000 tested, 0.2% active;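 active = inhibition above the campaign mean of all tested compounds plus 3 SD, cut at about 14% in these data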;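 also: plate controls were DMSO wells with RBBP9 for no effect and wells lacking RBBP9 protein for full effect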
Target sequence (O75884 whole entry, looked up): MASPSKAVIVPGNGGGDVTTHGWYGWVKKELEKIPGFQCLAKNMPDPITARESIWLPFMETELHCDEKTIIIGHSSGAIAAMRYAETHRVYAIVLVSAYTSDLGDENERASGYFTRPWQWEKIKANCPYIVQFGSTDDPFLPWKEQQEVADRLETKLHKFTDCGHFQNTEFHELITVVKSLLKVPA
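Test system: recombinant human RBBP9; Timing: 30 min then 45 min, 25 °C; Detection: fluorescence polarization; Control set: RBBP9 with DMSO as uninhibited control, no-protein wells as full inhibition; Compound dosing: one concentration, 7.94 µM nominal, 0.794% DMSO; Probe or stimulus: FP-Rh activity-based probe, 375 nM before mixing.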
TNF necrop inh: blocks TNF-alpha induced death of Jurkat FADD-/- cells. AID 463075. 220,000 tested, 0.068% active. activation (protection from cell death), % at 10 µM. Jurkat FADD-/- TNF necroptosis rescue, ATP luminescence, 24 h; 0 = TNF only, 100 = no-TNF cells;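 active = activation, meaning protection from cell death, of at least 50% relative to plate controls; inactive = activation below 50%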;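 also: necroptosis triggered by 40 ng/mL TNF-alpha added together with compound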
PPC-1+TRAIL kill: kills PPC-1 cancer cells in the presence of TRAIL; PPC-1 cells + TRAIL, ATPLite viability luminescence; cell killing (% activity), % at 4 µM; 220,000 tested, 0.41% active;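 active = cell killing above 50% in the first pass at 4 µM, then a duplicate retest at 5 µM averaging 50% or more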;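 also: plate controls were cells with TRAIL plus DMSO for no effect and medium-only wells lacking cells for full effect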
CHOP inh: CHOP inhibition in unfolded protein response; CHO-K1 CHOP-promoter luciferase, tunicamycin-induced, 15-18 h; inhibition, % at 10 µM; 220,000 tested, 3.8% active; AID 2732;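 active = compounds that reduced the stress-induced luciferase reporter signal by more than about 70% of percent inhibition, limit read from the data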;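 also: 0% = tunicamycin plus vehicle and 100% = wells without tunicamycin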
The depositor's hits bear a star; nt = not tested or not shown.

SMILES	TRPN1 ag	TRPML3 ag	Ba/F3 V617F tox	Wee1 degr inh	BaF3 parental	RBBP9 inh	TNF necrop inh	PPC-1+TRAIL kill	CHOP inh
CCCn1c(SCC(=O)Nc2ccc(Cl)cc2)n[nH]c1=O	0.0	1.1	-3	0	2	-2	2.3	14	-9
N=c1c(C(=O)NCc2ccco2)cc2c(=O)n3ccccc3nc2n1CCc1ccccc1	-0.2	1.0	4	0	4	-7	0.6	2	-18
CN1CCN(S(=O)(=O)c2ccc(NC(=O)c3ccc(Br)s3)cc2)CC1	1.8	1.9	0	-1	4	0	-5.0	8	24
Cc1ccc(C)c(C(=O)CN2C(=O)NC3(CCC(C)CC3)C2=O)c1 (stereo not given)	-0.1	0.8	-3	5	1	-6	-0.3	0	24
N#CC1(C#N)C(c2ccccc2)OC23CCCCCC2C1(C#N)C(=N)O3 (stereo not given)	0.8	0.2	1	7	5	-8	-1.4	-3	21
CCN(CC)S(=O)(=O)c1ccc2oc(C(=O)NCc3ccc(C)cc3)c(C)c2c1	-1.2	-0.4	-2	1	3	5	3.5	19	15
CCCCOC(=O)n1c(SCC(=O)N(CC)CC)nc2ccccc21	-1.4	-1.8	3	0	6	-6	-1.7	16	5
O=C(CNS(=O)(=O)c1cccs1)Nc1ccc2c(c1)OCCO2	1.2	0.3	2	2	1	-14	0.2	18	-50
CCC(C)(C)n1nnnc1C(c1ccccc1)N1CCc2ccccc2C1 (stereo not given)	-0.5	0.6	-4	3	3	-4	-0.7	45	15
Cc1ccc(Cc2ccc(C(=O)NNC(N)=S)o2)cc1	-1.7	0.4	0	2	0	-1	0.6	3	-2
Cc1[nH]c2ccccc2c1/C=N/Nc1ccc([N+](=O)[O-])cc1	13	9.9	-2	1	4	10	1.4	20	14
CSc1ccc(CN2C(=O)NC3(CCCCCC3)C2=O)cc1	2.6	1.5	-4	-3	-4	-2	4.7	15	22
C=CCN1N=C(/C=C/c2ccccc2)CCC1=O	0.4	-0.1	-2	0	0	-3	0.8	16	-10
COc1ccc(CN2CCCC(C(=O)c3ccc(SC)cc3)C2)cc1Cn1cccn1 (stereo not given)	-0.5	0.9	3	0	13	-2	1.6	-5	17
O=C(O)COc1ccc(/C=N/n2c(COc3ccccc3)nc3ccccc3c2=O)cc1	1.2	0.5	-1	2	6	-3	1.7	-6	-8
O=C(CN1CCN(C2CCCCC2)CC1)c1ccc2cc[nH]c2c1	-0.5	0.1	-3	1	-1	-2	1.5	14	9
O=C(CCNC(=O)c1ccccc1)OCN1C(=O)c2ccccc2C1=O	0.4	-0.5	0	-3	-1	-6	-1.5	-16	-14
O=c1[nH]ncc(NCc2ccc(Cl)cc2)c1Cl	0.5	0.7	-1	-1	1	3	-1.4	9	13
Cc1nc(C)c(C(=O)N/N=C/c2c[nH]c3ccccc23)s1	1.5	0.5	6	2	10	7	-14	-13	32
NC(=O)C1CCN(C(=O)c2ccc3c(=O)n(Cc4ccco4)c(SCC(=O)c4ccc(F)cc4)nc3c2)CC1	-0.9	0.3	1	0	1	-3	-1.9	6	17
CCOc1ccc(Br)cc1S(=O)(=O)N1CCCC1	0.2	1.6	-2	-2	4	-4	-0.7	-3	-2
O=C(CN1CCN(S(=O)(=O)c2ccc(Br)cc2)CC1)N/N=C/c1cccnc1	-0.1	-0.3	-5	1	0	1	2.0	19	11
O=C(Nc1ccccc1)N1CCCN(Cc2c(F)cccc2Cl)CC1	1.2	-0.1	3	-2	-4	6	3.2	0	8
Cc1cccc(N2CCN(C(=O)c3cc4c(=O)n(C)c5ccccc5c4n3C)CC2)c1C	-1.6	0.2	-1	-2	3	-9	-6.7	19	79*
Cc1ccc(Nc2nnc(SCC(=O)NC3CCS(=O)(=O)C3)s2)c(C)c1 (stereo not given)	-1.4	1.1	2	-1	5	1	-2.0	14	23

Random excerpt: three compounds from above, in no set order.
SMILES	TRPN1 ag	TRPML3 ag	Ba/F3 V617F tox	Wee1 degr inh	BaF3 parental	RBBP9 inh	TNF necrop inh	PPC-1+TRAIL kill	CHOP inh
CCCCOC(=O)n1c(SCC(=O)N(CC)CC)nc2ccccc21	-1.4	-1.8	3	0	6	-6	-1.7	16	5
CCCn1c(SCC(=O)Nc2ccc(Cl)cc2)n[nH]c1=O	0.0	1.1	-3	0	2	-2	2.3	14	-9
Cc1nc(C)c(C(=O)N/N=C/c2c[nH]c3ccccc23)s1	1.5	0.5	6	2	10	7	-14	-13	32

Later entries
SMILES	TRPN1 ag	TRPML3 ag	Ba/F3 V617F tox	Wee1 degr inh	BaF3 parental	RBBP9 inh	TNF necrop inh	PPC-1+TRAIL kill	CHOP inh
O=c1cc2c(nn1Cc1ccc(Cl)cc1Cl)-c1ccccc1CC2	0.1	1.1	-1	-2	6	0	-0.2	7	50
CN1CCN(NC(=O)CN2C(=O)/C(=C/c3c(Cl)cccc3Cl)SC2=S)CC1	-0.1	-0.5	2	0	4	0	-3.6	2	56
CCc1ccc(/C=c2\s/c(=C\C(=O)C(C)(C)C)[nH]c2=O)cc1	-0.1	0.9	2	3	3	-14	1.2	13	107*
O=C(O)c1ccc(Sc2nnnn2-c2ccccc2)c([N+](=O)[O-])c1	0.0	0.7	0	5	6	-5	-2.8	20	2
O=C1CC(c2ccco2)CC(O)=C1C=NCCN1CCN(C(=S)Nc2ccccc2)CC1 (stereo not given)	-1.1	0.6	-2	4	4	-9	0.5	3	6
Cc1cccn2cc(-c3ccc(Cl)cc3)nc12	-2.2	-0.7	6	2	10	-3	-1.4	42	11
O=C1CC(NCc2ccc3c(c2)OCO3)C(=O)N1CCc1ccccc1 (stereo not given)	-0.9	0.4	0	3	9	1	1.3	3	-17
Cc1c(C(=O)NCCN2C(=O)S/C(=C\c3cccnc3)C2=O)cccc1[N+](=O)[O-]	1.3	1.2	-1	0	-3	6	1.2	14	0
Cn1c(N2CCN(C(=O)NC34CC5CC(CC(C5)C3)C4)CC2)nc2ccccc21	-0.5	0.7	-1	0	0	-6	-0.5	3	-3
O=C(CSc1nnc(CNC(=O)c2c(F)cccc2Cl)o1)NCc1ccc2c(c1)OCO2	1.0	0.3	-1	4	3	-2	0.7	7	-8
Cc1cccc[n+]1CC(=O)Nc1cccc([N+](=O)[O-])c1	-2.2	1.0	-1	-4	7	-8	-0.1	-5	29
c1ccc(Nc2nc3ccccc3o2)cc1	1.8	0.9	0	3	6	-5	-1.7	28	-13
COc1cccc2c(=O)n(CC(=O)N3CCN(c4ccccc4)CC3)ccc12	1.1	1.2	-3	4	5	-10	1.8	9	19
Cc1csc(=S)n1-c1ccccc1	-0.1	0.4	0	-4	4	-4	5.1	6	-12
Cc1cc(/C=N/NC(=O)Cn2c3ccccc3c(=O)c3ccccc32)c(C)n1-c1ccccc1	0.7	0.3	3	-2	4	-16	-5.0	21	51
CC(=O)C1=C(C)NC(=O)NC1c1cccc(O)c1 (stereo not given)	1.5	1.1	-2	4	-2	6	-1.3	20	27
CCC(=O)Nc1cccc(NC(=S)NC(=O)c2ccc(Cl)cc2)c1	0.8	0.5	3	-1	6	-2	-2.2	-14	51
CCCSc1nnc(NC(=O)Nc2ccccc2)s1	1.8	0.3	2	8	5	-5	2.6	6	55
COC(=O)c1ccc(COC(=O)c2c(C)nn(Cc3ccccc3Cl)c2Cl)o1	0.4	-0.2	-2	1	4	7	0.0	12	43
Cc1cccc(N2C(=O)C3C4C=CC(C5CC45)C3C2=O)n1 (stereo not given)	0.9	1.0	-2	-1	-3	-11	-0.8	35	8
CCOC(=O)C1C(c2ccc(O)c(O)c2)NC(=S)NC1(O)C(F)(F)F (stereo not given)	1.6	0.5	-1	-1	3	-9	0.3	23	18
Cc1ccc2oc(=O)c3cnn(CC(=O)NC4CCN(Cc5ccccc5)CC4)c3c2c1	1.2	-0.3	-1	-3	4	-7	-1.5	-1	10
O=C(Nc1ccc2oc(=O)ccc2c1)c1ccc(-c2cccc([N+](=O)[O-])c2)o1	0.1	-0.6	10	-2	-1	-3	-19	14	-7
COc1ccc(CCNC(=O)CCNS(=O)(=O)c2cccc3nsnc23)cc1OC	-1.6	1.2	2	0	6	1	1.6	10	39
COc1ccc(N2CCN(S(=O)(=O)c3cccs3)CC2)cc1	3.1	3.4	1	0	4	-3	0.8	-9	51

Additional compounds:
SMILES	TRPN1 ag	TRPML3 ag	Ba/F3 V617F tox	Wee1 degr inh	BaF3 parental	RBBP9 inh	TNF necrop inh	PPC-1+TRAIL kill	CHOP inh
Cc1ccc(COc2ccsc2C(=O)O)cc1	0.2	-0.1	5	-1	5	-3	-0.1	20	32
CC(=O)c1cccc(CN2CCN(CC=C(C)C)C(CCO)C2)c1 (stereo not given)	0.9	0.5	2	1	-3	-2	0.8	23	9
O=C(/C=C/c1cccc([N+](=O)[O-])c1)OC1CCCCC1=O (stereo not given)	0.0	0.4	-3	0	8	-9	2.1	-10	0
COC(=O)c1sc2nc(CN3CCN(c4cccc(C(F)(F)F)c4)CC3)[nH]c(=O)c2c1C	1.1	1.3	-1	5	5	-8	1.6	-2	-13
CCn1c(SCC(=O)Nc2nccs2)nnc1-c1ccccc1	-1.1	0.2	6	2	8	1	0.8	19	19
CCOC(=O)c1sc(N)nc1-c1ccccc1	1.9	0.1	0	-1	6	-8	3.6	9	12
CCOC(=O)c1c(C(C#N)C#N)cc(C)nc1C	0.5	0.4	0	-1	2	-1	0.6	6	23
c1ccc(-c2ccnc3ncnn23)nc1	-0.5	0.7	-6	-3	0	-2	-0.7	-5	-3
CC(C)(C)c1nc(CN2CCCCC2)cc(CN2CCCCC2)c1O	2.7	1.4	1	0	5	-1	-1.5	6	6
Cc1sc(NC(=O)c2ccc(=O)n(C)n2)nc1-c1ccccc1	3.1	1.2	44*	-1	45*	3	-3.2	16	2
CC(=O)SCC(Cc1ccccc1)C(=O)NCC(=O)OCc1ccccc1 (stereo not given)	-0.8	-0.6	-2	-2	0	-3	nt	14	16
O=C1/C(=C\c2ccc3ccccc3c2)CCCc2ccccc21	0.5	0.1	0	4	4	0	-2.7	20	-32
Nc1nc2c(s1)COc1ccccc1-2	-0.1	0.2	-2	-5	4	-8	0.0	8	2
O=C1NC2(CCSC2)C(=O)N1CC(=O)N(Cc1ccccc1)C1CCS(=O)(=O)C1 (stereo not given)	-0.6	0.0	4	5	3	-5	1.2	16	8
COc1ccc(S(=O)(=O)N(CC(=O)N/N=C/c2cccs2)c2ccc(C)cc2)cc1OC	-1.2	0.0	-3	-1	1	6	1.4	14	15
Cn1ccnc1C1CCCCN1C(=O)c1cc(COc2ccc(F)cc2F)on1 (stereo not given)	0.2	0.7	-4	-2	-2	-1	1.8	5	20
CC(=O)Nc1nc(C)c(Cc2ccccc2)c(=O)[nH]1	0.5	0.7	-2	0	5	-2	-1.5	-8	14
CCOc1ccc(Br)cc1C(=O)N/N=C/c1ccc([N+](=O)[O-])cc1	1.0	1.1	0	8	8	-7	0.9	28	27
